# Screens deposited in PubChem BioAssay by several laboratories.
# STEP inh = STEP (human) phosphatase inhibition | recombinant STEP, OMFP fluorogenic substrate, fluorescence | actives 0.25% (n = 360,000) | AID 588621 | inhibition, % at 20 µM;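 active = inhibition at 20 µM, scaled per plate between control wells, above about 37%, limit read from the data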;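 note: 0% = DMSO with enzyme and substrate and 100% = substrate only without enzyme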
# Target sequence (P54829 whole entry, looked up): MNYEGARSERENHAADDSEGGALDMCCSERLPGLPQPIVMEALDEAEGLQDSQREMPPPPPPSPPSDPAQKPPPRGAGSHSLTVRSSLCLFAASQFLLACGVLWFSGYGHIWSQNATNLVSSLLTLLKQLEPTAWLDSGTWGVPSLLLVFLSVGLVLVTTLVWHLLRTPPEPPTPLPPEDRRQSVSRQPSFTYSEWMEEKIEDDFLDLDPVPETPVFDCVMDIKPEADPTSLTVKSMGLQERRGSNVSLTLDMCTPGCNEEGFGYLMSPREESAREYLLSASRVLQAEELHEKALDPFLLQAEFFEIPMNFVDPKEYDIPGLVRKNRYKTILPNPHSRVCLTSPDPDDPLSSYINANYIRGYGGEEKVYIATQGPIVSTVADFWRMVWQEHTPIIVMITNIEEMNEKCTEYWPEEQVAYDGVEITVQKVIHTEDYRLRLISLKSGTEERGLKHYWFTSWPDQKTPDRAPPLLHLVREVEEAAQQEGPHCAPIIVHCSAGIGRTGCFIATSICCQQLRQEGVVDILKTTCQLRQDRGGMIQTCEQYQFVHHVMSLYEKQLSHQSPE
#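 Assay system: isolated STEP enzyme / Timing: 20 min at room temperature, dark / Doses: 20 µM, 1% DMSO / Technique: fluorescence intensity, excitation 480 nm, emission 540 nm / Reagent: fluorogenic phosphatase substrate OMFP at 25 µM final / Measure: percent inhibition scaled to no-enzyme and uninhibited-enzyme controls, plate-pattern corrected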
# Scp1 inh = Scp-1 (human) phosphatase inhibition; Recombinant Scp1, phosphopeptide, malachite green phosphate absorbance; actives 0.88% (n = 340,000); Q9GZU7; AID 493091; inhibition, % at 20 µM;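 active = inhibition above about 50% at 20 µM, limit read from the data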;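 note: plate controls were DMSO wells with enzyme for no effect and wells lacking enzyme for full effect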
#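 Incubation: 45 min enzyme reaction at room temperature / System: truncated SCP-1 phosphatase (76-261aa) / Reagent: Phospho 17-mer peptide substrate / Buffer or medium: Acidic Tris acetate buffer with magnesium and detergent / Signal: absorbance at 630 nm / Doses: one concentration, 20 µM, with 1.0% DMSO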
# NRP1-CendR mod = alters CendR peptide binding to human NRP-1. O14786. FAM-RPARPAR peptide binding to NRP-1, fluorescence polarization. inhibition, % at 25 µM. actives 0.85% (n = 360,000);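 active = inhibition or corrected inhibition above about 18%, plus a signal ratio from 0.5 to 1.5, limit read from the data, passing the limit was not always enough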; note: strong numbers were not always called active
# DNMT1 block = blocks human DNA methyltransferase DNMT1. inhibition (reported as % activation of signal), % at 10 µM. actives 0.83% (n = 360,000). AID 588458. P26358. DNMT1 molecular beacon, Hinp1I cleavage, fluorescence; in the data active = inhibition above about 50%
# SUMO1 PPI mod = modulators of human SUMO1-mediated protein-protein interactions. AID 602429. P63165. SUMO1 binding to a labelled peptide, TR-FRET, 1 h. actives 0.33% (n = 360,000). inhibition, % at 20 µM; in the data active = inhibition above about 37%
# Target sequence (P63165 whole entry, looked up): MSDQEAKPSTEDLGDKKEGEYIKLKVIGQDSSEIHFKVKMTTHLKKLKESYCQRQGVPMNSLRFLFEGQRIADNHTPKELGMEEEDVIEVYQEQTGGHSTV
# LMPTP inh = LMPTP (human) inhibition | P24666 | recombinant LMPTP-A, OMFP fluorogenic substrate, fluorescence intensity | inhibition, % at 20 µM | actives 0.22% (n = 360,000) | AID 651560;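 active = compounds that cut the enzyme signal by at least half of the control window in the single-dose screen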;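 note: plate controls were DMSO wells with enzyme plus substrate for no effect and substrate without enzyme for full effect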
# Target sequence (P24666 whole entry, looked up): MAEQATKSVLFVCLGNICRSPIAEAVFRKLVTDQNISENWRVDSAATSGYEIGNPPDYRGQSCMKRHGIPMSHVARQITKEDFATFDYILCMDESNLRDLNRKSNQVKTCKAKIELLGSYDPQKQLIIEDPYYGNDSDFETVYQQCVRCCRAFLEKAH
#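 Test system: LMPTP-A phosphatase enzyme. Amount: LMPTP-A at 0.625 nM final in the reaction. Reagent: OMFP substrate, 400 µM final. Times: 50 min at room temperature. Signal: endpoint fluorescence intensity from OMFP dephosphorylation. Read-out basis: % inhibition. Benchmarks: no-enzyme and uninhibited controls.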
# TbMetRS inhib = blocks T. brucei methionyl-tRNA synthetase activity | purified T. brucei MetRS, ATP depletion, Kinase-Glo luminescence | inhibition, % at 11.9 µM | actives 0.4% (n = 360,000) | AID 624268;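 active = inhibition above a per-plate cutoff of the control wells' mean inhibition plus 3 SD, cut at about 5.5% in these data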;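 note: 0% = DMSO wells median and 100% = median of wells with control inhibitor compound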
#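 Measured by: Kinase-Glo luciferase luminescence reporting remaining unconsumed ATP. Material: purified T. brucei MetRS enzyme. Doses: 11.9 µM compound single dose, 0.9% DMSO. Medium: HEPES buffer containing pyrophosphatase, BSA, spermine, DTT. Times: 15 min preincubation, 2 h reaction, all 25 °C. Reagent: methionine, ATP and bulk E. coli tRNA.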
# SKN-1 inh = blocks SKN-1 activity in C. elegans. C. elegans VP596 Pgst-4::GFP/RFP ratio, acrylamide-induced, 24 h. inhibition, % at 21.8 µM. actives 0.49% (n = 360,000). AID 624304;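 active = interference check ratio from 0.5 to 1.5 plus GFP to RFP signal ratio inhibition reaching or exceeding a fixed threshold, cut at about 30% in these data, passing the limit was not always enough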; note: some compounds called inactive have numbers as strong as hits
# Neddylation inh = inhibitors of human cullin neddylation | actives 0.58% (n = 360,000) | TR-FRET cullin neddylation, biochemical | P61081+Q13564 | calls only at 25 µM; in the data active = inhibition above about 36%
# NadD block = inhibitors of Staphylococcus aureus NadD. actives 0.78% (n = 360,000). inhibition, % at 20 µM. purified NadD enzyme, colorimetric absorbance read-out; in the data active = inhibition above about 26%; note: some compounds past the cut are filed as inactive
# * marks the source's active call; other numbers are inactive results; i = inactive; . = no result given. No enrichment for hits, and some 4.6% of all compounds hit somewhere here.
1: COC(=O)[C@@H]1C[C@@]2(O)[C@H](O)[C@H](O)[C@H](O)C[C@H]2N1Cc1ccc(C(F)(F)F)cc1
2: CCOc1ccc(/C=N/NC(=O)c2ccccc2O)cc1CN1CC2CC(C1)c1cccc(=O)n1C2 (stereo not drawn)
3: COC(=O)c1cccc(NC(=S)NCCC2=CCCCC2)c1
4: Cc1ccc2oc(=O)c3cnn(CC(=O)N4CCN(c5ccccn5)CC4)c3c2c1
5: CN(C)S(=O)(=O)c1ccc(C(=O)Nc2cc3c(cc2C(=O)O)OCCCO3)cc1
6: COC(=O)C(C(=O)OC)C(C[N+](=O)[O-])c1ccc(OC)cc1 (stereo not drawn)
7: CCC1CCCCN1C(=O)CSc1nnc(N)s1 (stereo not drawn)
8: COc1ccc(CCN(C)C(=O)Cc2ccc(-c3ccccc3)cc2)cc1OC
9: COc1cccc(CC2(CO)CCCN(Cc3ccc(-c4ccco4)cc3)C2)c1 (stereo not drawn)
10: CCOc1ccc(C(=O)C(CN2CCOCC2)c2ccccc2)cc1 (stereo not drawn)
Assay by compound	1	2	3	4	5	6	7	8	9	10
STEP inh	-1	1	-3	0	0	-4	-1	2	-2	2
Scp1 inh	-2	-12	-15	0	-2	-4	-7	-4	4	-6
NRP1-CendR mod	27*	-2	36*	3	1	7	2	1	-25	4
DNMT1 block	6	-3	3	3	-1	4	0	-14	-11	4
SUMO1 PPI mod	5	4	1	2	1	-1	-2	6	-6	0
LMPTP inh	0.2	1.9	-1.1	0.5	-1.1	-1.8	-1.0	2.4	1.7	-2.9
TbMetRS inhib	-0.3	0.6	-1.0	0.1	-0.4	-0.6	-0.3	-0.3	-0.4	0.9
SKN-1 inh	-2	2	-7	8	7	-16	0	-20	7	8
Neddylation inh	i	.	i	i	i	i	i	i	i	i
NadD block	0	19	1	-1	-12	10	0	-4	20	1

11: COc1ccc2nc(/N=C\N(C)C)sc2c1
12: O=C(Cn1cnc2sc3c(c2c1=O)CCCC3)NCC(=O)Nc1ccc(F)cc1F
13: COc1ccc(-c2cc(CNC(C)=O)on2)cc1
14: COCCCNC(=O)CN(CCc1ccccc1)S(=O)(=O)c1ccc(C)cc1
15: CCn1ncc(CN2CCN(Cc3cccc(OC)c3)C(CCO)C2)c1C (stereo not drawn)
16: C[C@H](CO)N1C[C@H](C)[C@@H](CN(C)S(=O)(=O)c2cccc(F)c2)OCc2cn(nn2)CCCC1=O
17: CSCC[C@@H](C(=O)Nc1ccc2c(c1)OCCO2)N1Cc2ccccc2C1=O
18: CCS(=O)(=O)c1nc(S(=O)(=O)c2ccc(C)cc2)c(NCCCN2CCCC2=O)s1
19: Cc1ccc(C)c(C(=O)CCC(=O)Nc2ccc(N3CCN(C)CC3)cc2C)c1
20: Cc1[nH]c2ccccc2c1NC(=O)CN1CCN(C(=O)c2ccco2)CC1
Assay by compound	11	12	13	14	15	16	17	18	19	20
STEP inh	-3	-1	0	2	-1	2	-2	-2	0	-2
Scp1 inh	-6	-8	-5	-5	-8	.	3	-2	3	-4
NRP1-CendR mod	-5	10	-2	11	0	2	3	-4	-10	11
DNMT1 block	2	0	1	-2	-3	3	-7	3	-8	4
SUMO1 PPI mod	-4	3	0	1	-1	0	-5	1	-6	-1
LMPTP inh	-1.4	-0.1	-2.1	-0.5	-0.6	-1.0	-0.3	2.1	0.7	-1.4
TbMetRS inhib	0.1	0.1	-0.9	0.2	-0.7	-0.5	-0.5	-0.8	-0.1	0.1
SKN-1 inh	9	3	12	9	-1	7	-3	-13	-6	-8
Neddylation inh	i	i	i	i	i	i	i	i	i	i
NadD block	8	6	-3	0	-5	2	-3	2	2	2

# Record cards (already shown).
# Shown for C[C@H](CO)N1C[C@H](C)[C@@H](CN(C)S(=O)(=O)c2cccc(F)c2)OCc2cn(nn2)CCCC1=O → STEP inh = 2; Scp1 inh = .; NRP1-CendR mod = 2; DNMT1 block = 3; SUMO1 PPI mod = 0; LMPTP inh = -1.0; TbMetRS inhib = -0.5; SKN-1 inh = 7; Neddylation inh = i; NadD block = 2
# Shown for CCS(=O)(=O)c1nc(S(=O)(=O)c2ccc(C)cc2)c(NCCCN2CCCC2=O)s1 → STEP inh = -2; Scp1 inh = -2; NRP1-CendR mod = -4; DNMT1 block = 3; SUMO1 PPI mod = 1; LMPTP inh = 2.1; TbMetRS inhib = -0.8; SKN-1 inh = -13; Neddylation inh = i; NadD block = 2

# Records above shown as hits in NRP1-CendR mod:
1: COC(=O)[C@@H]1C[C@@]2(O)[C@H](O)[C@H](O)[C@H](O)C[C@H]2N1Cc1ccc(C(F)(F)F)cc1
3: COC(=O)c1cccc(NC(=S)NCCC2=CCCCC2)c1
Assay by compound	1	3
STEP inh	-1	-3
Scp1 inh	-2	-15
NRP1-CendR mod	27*	36*
DNMT1 block	6	3
SUMO1 PPI mod	5	1
LMPTP inh	0.2	-1.1
TbMetRS inhib	-0.3	-1.0
SKN-1 inh	-2	-7
Neddylation inh	i	i
NadD block	0	1

# The results go on.
21: COc1cc(C2N=C(c3ccccc3)NO2)cc(Br)c1O (stereo not drawn)
22: NC(=O)CSc1c[nH]c2ccccc12
23: CCOc1ccc(NC(=O)CCC(=O)Nc2nnc(CC)s2)cc1
24: CCCn1c(C(O)c2cc(OC)c(OC)c(OC)c2)nc2ccccc21 (stereo not drawn)
25: Cc1ccc(CSc2nnc(-c3cccc(S(=O)(=O)N4CCOCC4)c3)n2CC(C)C)cc1
26: Cc1ccc(SCC(=O)c2c(C)nc3cc(C)ccn23)cc1
27: O=C(O)c1cc(N2C(=O)C3CC=CCC3C2=O)ccc1NCc1cccnc1 (stereo not drawn)
28: O=C1C=C(c2ccc(F)nc2)CCC1
29: CN1CCC(NC(=O)c2cccc(Oc3ccccc3)c2)CC1
30: COC(=O)/C(=C/c1c[nH]c2ccccc12)[N+](=O)[O-]
Assay by compound	21	22	23	24	25	26	27	28	29	30
STEP inh	7	-1	-2	-1	3	3	0	-1	3	-1
Scp1 inh	-2	-4	-2	-5	9	2	22	3	-8	-6
NRP1-CendR mod	1	-10	2	3	-6	2	-14	15	-6	-11
DNMT1 block	-1	-4	-2	0	7	-1	3	1	0	-4
SUMO1 PPI mod	4	0	-7	1	2	3	0	-12	0	-3
LMPTP inh	-2.6	-0.7	-1.3	-2.0	2.8	1.4	0.1	-3.6	-0.2	-1.6
TbMetRS inhib	-0.5	0.2	-0.4	0.6	-1.1	0.0	0.1	-0.3	-0.3	0.0
SKN-1 inh	4	-8	-5	-5	1	-15	3	-11	6	0
Neddylation inh	i	i	i	i	i	i	i	i	i	i
NadD block	2	4	6	3	1	-2	-1	-5	-11	4

31: O=C(CSc1nnc(SCc2ccc(Cl)cc2)s1)N/N=C/c1ccc(Cl)cc1Cl
32: O=C(Nc1ccc(N2CCOCC2)cc1)C1CCN(S(=O)(=O)c2cccc(C(F)(F)F)c2)CC1
33: CCC(=O)Nc1cc(C)c(NC(=O)C23CC4CC(CC(C4)C2)C3)cn1
34: CCC(C)[C@H](NC(=O)N1CCC(C)CC1)C(=O)O (stereo partly drawn)
35: CC(=O)c1ccc(NC(=O)CSc2nnc(-c3ccco3)o2)cc1
36: Nc1c(-c2ccc(F)c(F)c2)nc2ncccn12
37: FC(F)(F)c1ccccc1Cc1c(-c2ccc(Cl)cc2)nc2ccc(Cl)cn12
38: O=C(NC1CCN(c2ncccn2)CC1)c1cccc(F)c1
39: C=CCc1c(C)nc(N2CCSCC2)[nH]c1=O
40: COC(=O)/C=C1/SC(=Nc2ccc(C)cc2C)NC1=O
Assay by compound	31	32	33	34	35	36	37	38	39	40
STEP inh	1	-2	4	0	2	.	-2	3	-3	-1
Scp1 inh	4	.	-6	-7	6	.	.	-10	-7	-5
NRP1-CendR mod	3	17	-6	7	7	14	-15	8	5	15
DNMT1 block	15	0	-6	3	1	.	-1	1	-1	4
SUMO1 PPI mod	1	-2	2	-1	-3	-20	8	5	-4	-14
LMPTP inh	3.7	5.0	1.2	-2.5	1.0	-0.8	2.2	-1.4	-0.6	-0.3
TbMetRS inhib	0.0	-0.6	0.1	0.1	0.3	-0.8	0.2	-0.4	-0.2	-0.3
SKN-1 inh	-5	15	12	-3	3	2	23	-7	-1	5
Neddylation inh	i	i	i	i	i	i	i	i	i	i
NadD block	7	3	1	-1	1	.	12	-5	3	2

41: CCCCN1C[C@H](C)[C@@H](CC(=O)Nc2ccccc2)C1=O
42: O=C(NC1CCCC1)C(c1ccncc1)N(CC1CCCO1)C(=O)Cn1nnc(-c2cccs2)n1 (stereo not drawn)
43: CCNc1nc(NCC)n2c(SCc3ccc(F)cc3)nnc2n1
44: C=C(C)[C@@H]1C2=CC(C(=O)OC)=C(C[C@H](C(=C)C)[C@H]3O[C@H]3C3=C[C@H]1OC3=O)O2
45: CCOC(=O)C(=O)/C(=C\N(C)C)c1onc(-c2c(Cl)cccc2Cl)c1C(=O)OC
46: Nc1cccc2c1C(=O)N(C(=O)c1ccco1)C2=O
Assay by compound	41	42	43	44	45	46
STEP inh	2	-2	-1	0	-2	-4
Scp1 inh	.	-1	1	.	-1	-5
NRP1-CendR mod	-5	-1	6	-1	5	14
DNMT1 block	6	0	24	-17	-1	3
SUMO1 PPI mod	0	2	1	0	-1	-12
LMPTP inh	-1.3	-1.5	-0.7	0.0	-1.6	-0.1
TbMetRS inhib	-1.6	0.3	-0.2	-0.1	-0.3	-0.6
SKN-1 inh	5	-14	6	18	1	-4
Neddylation inh	i	i	i	i	i	.
NadD block	-5	-1	1	3	3	-7
